UPR XBP1 act: adaptive UPR (XBP1) activation; CHO-XBP1 luciferase reporter, IRE1-XBP1 UPR activation, luminescence; percent of tunicamycin response, DMSO as zero; activation, % at 20 µM; 330,000 compounds, 0.33% hits;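 active = versus positive control, 20 µM dose yields 30% or more activation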;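 note: 100% = tunicamycin at 10 µg/mL and 0% = DMSO only wells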
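Material: CHO cell line with stable XBP1 luciferase reporter; schedule: 16-18 h cell attachment at 37 °C, then 6 h compound exposure; signal: glow luminescence from Steady-Glo reagent; medium: serum-containing F12 medium, 10% FBS; benchmarks: tunicamycin 10 µg/mL and vehicle-only wells; read-out: percent activation relative to tunicamycin reference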
UPR CHOP act: activators of apoptotic arm of unfolded protein response (CHOP); CHO-CHOP luciferase reporter, UPR activation, luminescence; percent of tunicamycin response over DMSO baseline; activation, % at 10 µM; 330,000 compounds, 0.34% hits; AID 449763;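 active = at 10 µM dose, activation of 40% or more, normalized to positive control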;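 note: 100% = tunicamycin at 10 µg/mL and 0% = DMSO alone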
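assay system = CHO CHOP reporter cells | amount = 500 CHO-CHOP cells per well | buffer or medium = F12 with 10% FBS | incubation = 16-18 h cell attachment, then 6 h compound exposure, 37 °C | detection = luminescence read with Steady-Glo | read-out = percent activation relative to tunicamycin control | controls = tunicamycin high control, DMSO low control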
Mdm2 MdmX PPI: disrupts the human Mdm2-MdmX interaction; SaOS-2 split-luciferase Mdm2/MdmX complementation, luminescence; O15151+Q00987; inhibition, % at 8 µM; AID 485346; 330,000 compounds, 3% hits;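 active = inhibition of at least 50% at 8 µM in the primary screen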
Gli-Sufu antag: Gli-Sufu pathway antagonism. Sufu-KO-LIGHT fibroblasts, Gli luciferase reporter luminescence. inhibition, % at 5 µM. 340,000 compounds, 0.74% hits. AID 588413;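 active = inhibition above about 55%, limit read from the data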;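 note: 0% = DMSO-treated cells and 100% = wells with medium but no cells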
Jurkat NFkB inh: inhibitors of the PMA/ionomycin-induced NF-kB reporter in Jurkat cells. AID 435003. PMA/ionomycin-induced NF-kB luciferase reporter, luminescence. inhibition, % at 4 µM. 330,000 compounds, 0.53% hits; in the data active = inhibition above about 50%
697 NFkB inh: lowers PMA/ionomycin-induced NF-kB signal in 697 B cells | 697 B-cell NF-kB luciferase reporter, 16 h | inhibition, % at 4 µM | 330,000 compounds, 0.33% hits | AID 435022; in the data active = inhibition above about 35%
CXCR6 block: inhibitors of human CXCR6 receptor. O00574. CHO-K1 PathHunter CXCR6 beta-arrestin, luminescence. inhibition, % at 20 µM. 360,000 compounds, 0.36% hits. AID 602244; in the data active = inhibition above about 34%, passing the limit was not always enough;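 note: antagonist mode with CXCL16 agonist at 10 nM final; 0% = 10 nM CXCL16 with DMSO and 100% = unstimulated wells without agonist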
Target sequence (O00574 whole entry, looked up): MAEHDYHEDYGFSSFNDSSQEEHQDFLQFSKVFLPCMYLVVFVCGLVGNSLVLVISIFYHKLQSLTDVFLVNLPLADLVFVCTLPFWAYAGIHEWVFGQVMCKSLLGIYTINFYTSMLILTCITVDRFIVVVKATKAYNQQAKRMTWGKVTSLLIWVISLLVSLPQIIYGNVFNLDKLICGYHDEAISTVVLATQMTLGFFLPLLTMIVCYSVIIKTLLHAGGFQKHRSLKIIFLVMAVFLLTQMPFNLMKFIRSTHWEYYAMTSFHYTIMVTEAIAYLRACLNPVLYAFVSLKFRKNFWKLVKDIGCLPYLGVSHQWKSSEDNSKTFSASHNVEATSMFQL
EBI2 antag: antagonists of human EBI2 receptor | 360,000 compounds, 0.81% hits | P32249 | EBI2 beta-arrestin recruitment, luminescence, 7a,25-OHC stimulated | AID 651636 | inhibition, % at 5 µM; in the data active = inhibition above about 38%;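 note: enzyme fragment complementation signal reports receptor beta-arrestin coupling in cells; 0% = agonist plus DMSO wells and 100% = wells without agonist; some results beyond the cut were filed as inactive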
Target sequence (P32249 whole entry, looked up, the tested form may be a part): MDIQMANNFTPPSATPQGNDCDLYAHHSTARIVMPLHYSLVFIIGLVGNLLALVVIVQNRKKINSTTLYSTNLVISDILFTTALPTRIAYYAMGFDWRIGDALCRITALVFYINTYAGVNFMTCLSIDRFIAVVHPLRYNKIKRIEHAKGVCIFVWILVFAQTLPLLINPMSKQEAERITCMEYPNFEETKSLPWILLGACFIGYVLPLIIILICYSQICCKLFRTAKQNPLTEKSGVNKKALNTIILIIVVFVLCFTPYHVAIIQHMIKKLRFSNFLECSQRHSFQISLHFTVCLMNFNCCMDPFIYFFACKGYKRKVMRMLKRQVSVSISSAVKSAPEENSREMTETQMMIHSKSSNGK
CCR6 antag: CCR6 (human) receptor antagonism; CHO-K1 CCR6 PathHunter beta-arrestin, luminescence, CCL20-stimulated; 340,000 compounds, 0.49% hits; P51684; inhibition, % at 20 µM;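 active = compounds whose inhibition of the agonist-driven luminescence signal at 20 µM reaches about 50%, limit read from the data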;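 note: cells stimulated with CCL20 at 14 nM final; plate controls were DMSO with CCL20 for no effect and DMSO without agonist for full effect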
Target sequence (P51684 whole entry, looked up): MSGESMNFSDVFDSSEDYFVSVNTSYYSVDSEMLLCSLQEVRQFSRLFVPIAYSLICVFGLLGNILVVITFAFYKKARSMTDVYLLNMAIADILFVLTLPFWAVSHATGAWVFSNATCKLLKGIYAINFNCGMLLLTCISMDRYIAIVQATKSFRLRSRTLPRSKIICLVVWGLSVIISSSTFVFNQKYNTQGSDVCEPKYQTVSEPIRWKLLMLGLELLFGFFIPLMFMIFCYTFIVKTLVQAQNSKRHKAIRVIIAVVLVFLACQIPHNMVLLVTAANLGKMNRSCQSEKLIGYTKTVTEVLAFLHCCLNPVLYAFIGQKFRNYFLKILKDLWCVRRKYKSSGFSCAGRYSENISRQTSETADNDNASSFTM
* = called active by the depositor; · = no result given.

SMILES	UPR XBP1 act	UPR CHOP act	Mdm2 MdmX PPI	Gli-Sufu antag	Jurkat NFkB inh	697 NFkB inh	CXCR6 block	EBI2 antag	CCR6 antag
O=C(CN1C(=O)c2ccccc2C1=O)Nc1cccc2cccnc12	-2	1.8	25	1	-2	12	-11	7	9
CCOC(=O)C1=C(CN2CCc3ccccc32)NC(=O)NC1c1ccc(Cl)cc1 (stereo unspecified)	0	-0.6	33	-4	2	-4	4	17	19
CC(=O)Nc1ccccc1-c1ccccc1[N+](=O)[O-]	·	·	·	-2	·	·	-5	-3	4
CCOc1ccc(S(=O)(=O)n2cc(-c3ccc(F)cc3)c(N)n2)cc1	0	1.9	6	5	-12	0	0	2	1
Cc1cc(NC(=O)Cc2c(F)cccc2Cl)no1	-2	1.4	-3	0	3	13	-9	-8	1
CCOc1ccccc1CN1CCN(Cc2ccc(C)o2)CC1CCO (stereo unspecified)	-2	-2.8	11	15	-17	-12	8	1	-7
COc1ccc(NS(=O)(=O)c2ccc(NC(=O)C3CC3)cc2)cc1	-3	-1.3	7	14	-6	-13	-12	-16	-2
COc1ccc(Br)cc1CN(C)CC(=O)Nc1ccccc1Cl	1	0.5	-15	-1	-5	-31	-10	13	18
COc1cc(OC)cc(-c2c(-c3ccc(F)cc3)c3cc(-c4ccc5cc[nH]c5c4)ccc3n2C)c1	-2	1.7	26	1	8	27	-4	-4	6
O=C(Cn1cnc([N+](=O)[O-])n1)N/N=C/c1cc(Cl)ccc1O	-2	-3.4	24	3	-5	8	5	7	-11
COc1cc2ccccc2cc1C(=O)OCC(=O)N1CCOCC1	-1	0.8	-19	15	-6	-2	-1	2	-9
Cc1cc(-c2ccccc2)n2ncnc2n1	-1	0.1	19	2	2	-17	17	-6	-3

Filtered by structure: the compounds so far containing an aryl methoxy group (4)
SMILES	UPR XBP1 act	UPR CHOP act	Mdm2 MdmX PPI	Gli-Sufu antag	Jurkat NFkB inh	697 NFkB inh	CXCR6 block	EBI2 antag	CCR6 antag
COc1ccc(NS(=O)(=O)c2ccc(NC(=O)C3CC3)cc2)cc1	-3	-1.3	7	14	-6	-13	-12	-16	-2
COc1ccc(Br)cc1CN(C)CC(=O)Nc1ccccc1Cl	1	0.5	-15	-1	-5	-31	-10	13	18
COc1cc(OC)cc(-c2c(-c3ccc(F)cc3)c3cc(-c4ccc5cc[nH]c5c4)ccc3n2C)c1	-2	1.7	26	1	8	27	-4	-4	6
COc1cc2ccccc2cc1C(=O)OCC(=O)N1CCOCC1	-1	0.8	-19	15	-6	-2	-1	2	-9

Further compounds:
SMILES	UPR XBP1 act	UPR CHOP act	Mdm2 MdmX PPI	Gli-Sufu antag	Jurkat NFkB inh	697 NFkB inh	CXCR6 block	EBI2 antag	CCR6 antag
Cc1ccccc1NC(=O)CSc1nnc(Cc2ccccc2)c(=O)n1N	2	1.9	10	-2	5	-5	2	-6	16
COc1cc(/C=C/C(=O)N2CCN(C(=O)/C=C/c3cc(OC)c(OC)c(OC)c3)CC2)cc(OC)c1OC	5	5.1	64*	30	-5	2	-10	46*	2
COC(=O)c1sc(N)nc1C(C)(C)C	-3	0.5	12	-2	8	-4	-6	-7	2
Cc1cccc(NC(=O)CCCCCN2C(=O)[C@@H]3Cc4ccccc4CN3C2=O)c1	-5	-0.2	-1	-10	8	-10	2	-8	24
Cc1ccc(C)c(NC(=S)N(C)CCO)c1	3	-0.4	25	-7	1	15	1	-25	5
CCOCCCNC(=S)N1CCCN(c2nc3cc(C)ccc3cc2C#N)CC1	0	0.5	15	-3	-5	-5	9	-8	-2
COC(=O)c1ccc(NC(=O)c2ccccc2NS(C)(=O)=O)cc1	3	2.0	7	-3	-5	-16	-1	5	8
CCOC(=O)c1c(NC(=O)CN(CC)CC)sc2c1CCC2	-1	2.5	-11	1	-2	13	1	18	20
CCC(C(=O)O)n1nnc(-c2ccc(OCc3ccccc3)c(OC)c2)n1 (stereo unspecified)	-3	-1.0	1	·	16	8	·	·	·
CCCOc1ccc(N2CC(C(=O)Nc3ccccc3C(=O)NCc3ccco3)CC2=O)cc1 (stereo unspecified)	-1	-1.8	16	5	14	7	3	-4	0
COC(=O)c1nc(NC(=O)C(C)C)n[nH]1	2	1.5	-24	3	11	2	-4	-16	-2
CCOC(=O)c1c(C)[nH]c(C(=O)OC(C)C(=O)NC2CCCCC2C)c1C (stereo unspecified)	-1	1.6	3	4	9	25	4	-13	8
CCOC(=O)N1CCN(c2c(N3CCN(c4ccccn4)CC3)c(=O)c2=O)CC1	3	0.2	6	11	14	8	3	-3	-8
Cc1cc(-c2cc(C(=O)NCc3ccccc3)on2)nc(NC2CCCC2)n1	-2	-1.5	17	-5	2	5	1	31	7
COc1ccc(-n2c(=O)cc(N3CCOCC3)[nH]c2=O)cc1	-1	-1.4	11	-2	-3	3	-17	-6	-5
CSc1nc2c(ccc3ccccc32)o1	0	6.6	-2	6	-18	-13	-2	-12	3
Cc1ccc(NC2CCCN(C(=O)C3CCCCC3)C2)cc1C (stereo unspecified)	-3	1.1	15	-9	-8	-10	2	4	13
CCOC(=O)c1c(NC(=O)c2cc(-c3ccc(O)cc3)on2)sc(C(C)=O)c1C	84*	78*	70*	13	6	13	2	3	-11
CCCc1cc(C(=O)Nc2ccn(Cc3ccc(C)cc3)n2)no1	0	0.3	4	-2	-3	19	7	-11	11
COc1ccc(NC(=O)c2nc(SC)ncc2Cl)cc1	-2	-1.0	11	6	-13	17	8	-1	16
O=C1NCCCC1C(=O)N/N=C/c1ccc([N+](=O)[O-])cc1 (stereo unspecified)	0	-0.6	-10	-1	-7	1	-12	-5	2
NNC(=O)CCC(=O)Nc1ccccc1	-2	-0.5	-17	-4	-5	6	-4	-5	-3
CN1CCN(c2ccc(S(=O)(=O)N3CCOCC3)cc2NC(=O)COc2ccc(F)cc2Cl)CC1	0	-0.5	6	12	4	-2	-2	13	3
Cc1cc(C=C2C(=O)c3ccccc3C2=O)c(C)n1-c1ccc(Cl)cc1	·	·	·	-26	·	·	14	19	1
CCOC(=O)Cn1nc(C)c2c1CCCC2=O	-1	-3.2	3	-1	-2	8	6	-5	3
COC(=O)C(NS(=O)(=O)c1ccc(NC(C)=O)cc1)C(C)C (stereo unspecified)	-4	-0.7	7	-1	-3	-1	0	-15	18
O=C(Nc1cnc2ccccc2c1)N1CCCCC1	-5	0.7	-57	4	-88	-2	7	0	-9
Cc1c(O)c(CN2CCCC2)cc2c3c(c(=O)oc12)CCC3	-1	-0.2	16	0	-12	8	7	-3	-2
C/C(=N\NC(=O)c1nnn(-c2nonc2N)c1-c1ccc(Cl)c(Cl)c1)c1ccncc1	-1	0.7	25	-5	-3	-17	-3	14	5
Cc1cccc(CSCCNC(=O)COc2ccc(Cl)cc2)c1	-4	-2.0	15	-2	6	0	-4	25	22
CCn1c2ccccc2c2cc(NC(=O)CSc3nnc(-c4cccc(F)c4)o3)ccc21	1	-0.8	37	0	1	-6	-7	-2	3
Cc1ccc(F)cc1NC(=O)COC(=O)COc1ccc(C#N)cc1	0	-0.9	-23	-20	13	-8	-3	-1	2
O=C(COC(=O)c1cccc(-n2cnnn2)c1)c1ccc(Br)cc1	1	9.3	8	-44	-7	-23	-3	-4	11
CCC1CCC2(CC1)NC(=O)N(CC(=O)N1CCc3ccccc31)C2=O (stereo unspecified)	-1	-0.4	20	-20	-3	9	-3	1	3
COc1cc(CN(C(=S)NCC(=O)NC2CC2)C2CCCC2)cc(OC)c1OC	0	1.5	-8	0	11	1	-2	2	5
O=C(NCc1cccnc1)C1CCC(CNS(=O)(=O)c2cccc3nsnc23)CC1 (stereo unspecified)	1	2.5	-20	4	8	13	5	-11	8
O=C(CN1C(=O)NC2(CCCCCC2)C1=O)c1ccc(Cl)s1	2	1.7	-3	-14	0	3	4	3	12
COc1cc2c(cc1OC)C(c1ccc(OC)c(OC)c1OC)CC(=O)N2 (stereo unspecified)	-7	4.9	16	-1	-2	4	-4	3	7
Cn1cccc1CC(=O)NNC(=O)Nc1ccccc1F	-3	0.2	-1	1	4	20	1	-5	-3
Cc1cc(N2CCCC2=O)ccc1S(=O)(=O)NCCOc1ccccc1	-4	-0.9	16	8	7	4	-12	2	-1
Cc1ccc(-c2cc(C(F)F)n3ncc(C(=O)N4CCc5ccccc54)c3n2)cc1	47*	0.4	61*	30	61*	-46	10	11	15
Fc1ccc(CNCc2cccc(Br)c2)cc1	0	-0.9	-4	1	-2	4	-10	5	11
O=Cc1cnc(N2CCN(c3ccccc3)CC2)s1	-2	1.8	14	-11	8	-18	-9	-6	-2
CCc1ccc(C(=O)/C=C/c2cnn(C)c2C)s1	-4	-5.5	-126	-65	-53	-74	10	7	-8
COc1ccccc1Nc1nnc(SCC(=O)NC(=O)Nc2ccc3c(c2)OCCO3)s1	52*	-0.7	68*	10	11	-4	2	-3	14
O=c1[nH]c(=O)n(C2OC(CO)C(O)C2O)cc1F (stereo unspecified)	·	·	·	23	·	·	-5	1	7
Cc1nonc1NC(=O)CSc1nc2ccc(Cl)cc2[nH]1	-5	1.6	17	10	11	7	-8	5	-15
Cc1cccc2c(Cl)cc(=O)[nH]c12	-1	0.5	1	·	0	4	·	·	·
Cn1c(NCc2ccco2)nc2c1c(=O)n(Cc1ccc(Cl)cc1Cl)c(=O)n2C	-2	0.5	4	8	12	-5	6	15	11
Cc1ccc(C)c(NC(=O)c2nc(-c3ccccc3)n(-c3ccccc3)n2)c1	0	0.2	38	2	-21	20	9	18	13
Oc1ccc(C(=S)N2CCCCC2)cc1Cl	-2	-1.1	7	1	1	-7	4	0	8
O=C(c1cc(-c2ccc(Cl)cc2Cl)on1)N1CCCC1	-11	-2.7	12	-10	-137	-191	-4	-8	21
CCOc1ccc(N2CC(C(=O)OCC(=O)c3ccc(OC)cc3)CC2=O)cc1 (stereo unspecified)	-2	-2.3	11	-3	2	5	0	-2	0
CC(Oc1ccc(Cl)cc1)C(=O)Nc1ncccn1 (stereo unspecified)	-3	-0.2	18	3	-3	4	1	-3	-1
CC(NC(=O)CSCc1ccccc1Br)c1ccccc1 (stereo unspecified)	-1	3.0	15	8	32	-47	3	3	7
CCOC(=O)N/N=C/c1c(C)c(C(=O)c2ccc(F)cc2)n2ccccc12	5	0.6	1	-3	17	26	4	1	-1
Cc1ccc(OCc2nnc(NC(=O)c3cccnc3)s2)cc1	-1	-1.8	20	7	3	-23	-8	1	4
COc1ccc(Cl)cc1NC(=O)CN(C)C(=O)c1cc(C)oc1C	-1	0.2	29	-4	7	4	0	-4	13
COc1ccc(OC)c(-c2csc(NC(=O)CSc3ccccc3)n2)c1	-1	0.7	24	10	2	-10	5	0	15
CCOc1ccc(/C=C2\SC(N3CCc4ccccc4C3)=NC2=O)cc1	-1	3.5	16	-6	-7	24	14	65*	-3
COc1ccccc1C(=O)CSc1ccccn1	-3	1.0	-18	-41	-16	-21	2	14	5
COc1cccc(C(=O)Nc2c3c(nn2-c2ccccc2C)CS(=O)C3)c1OC (stereo unspecified)	1	1.9	-8	3	-14	-20	5	-4	-3
CC(=O)c1cccc(NC(=O)CSc2ncc(C(=O)Nc3ccccc3)c(=O)n2C)c1	-4	299*	14	8	-2	-13	26	30	36
